# High-throughput results as filed in PubChem.
# LYP inhibition: PTPN22 lymphoid phosphatase activity blockers – biochemical, fluorescence intensity, uHTS (AID 1779); recombinant LYP phosphatase, fluorescence intensity; higher % means a stronger effect; inhibition, % at 11.5 µM, or IC50 in µM where a hit was titrated; 290,000 tested, 0.054% active; in the data active = inhibition above about 50%;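 also: plate controls were vehicle with enzyme for no effect and no enzyme for full effect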
# GPR35 arrestin U2OS: inhibition of zaprinast-stimulated GPR35 beta-arrestin translocation – imaging, U2OS, beta-arrestin-GFP, zaprinast agonist, primary screen (AID 2058); 290,000 tested, 0.052% active; one-dose inhibition, % at 10 µM; IC50 in µM for titrated hits; U2OS GPR35 beta-arrestin-GFP translocation imaging, zaprinast antagonism; higher % means a stronger effect;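 active = inhibition of at least 50% with at least 30 cells and total cytoplasm GFP at most 10,000,000; inconclusive = under 30 cells or total GFP of 10,000,000 plus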
# K1F lysis inhibition: inhibition of K1F phage lysis, E. coli UTI89, bacterial capsule biogenesis inhibitors, alamar blue (AID 488966); E. coli UTI89 K1F phage lysis, alamar blue, 2 h; higher % means a stronger effect; inhibition, % at 100 µM; hits with a dose series show IC50 in µM; 340,000 tested, 0.02% active;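 active = phage lysis inhibition, versus mean bacterial control, above a set limit; inconclusive = no clear call, values can overlap the other calls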;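 also: capsule biogenesis inhibitors block K1F phage lysis so surviving cells raise fluorescence; higher fluorescence means more inhibition of phage lysis; actives were called in the ten point dose series up to 300 µM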
# Autophagy mod: alters autophagy in cells; MEF GFP-LC3 puncta imaging; test concentration mostly 10 µM; 190,000 tested, 0.98% active; AID 463193; calls only at 10 µM (by protocol);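 active = percentage of spot-positive cells more than 3 SD above its plate mean, without a fluorescence outlier flag or 80% toxicity; inconclusive = no clear call, values can overlap the other calls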;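 also: spot-positive cell cutoff set from DMSO-treated cells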
# AID2073: disruptors of CaV2.2 binding to Mint1 – biochemical, HTRF (AID 2073) | inhibition, % at 20 µM; hits with a dose series show IC50 in µM | 290,000 tested, 0.19% active | HTRF protein-protein interaction, Mint1-CaV2.2; higher % means a stronger effect; in the data active = inhibition mostly above about 51%, no sharp cut-off; inconclusive = no clear call, values can overlap the other calls; inactive = mostly below about 53%; also: some results filed as inactive read as strong as hits
# RSV CPE inhibition: inhibition of RSV-induced cytopathic effect – HEp-2 cells, primary 10 µM value included (AID 2391); HEp-2 cells, RSV-induced CPE inhibition; higher % means a stronger effect; CPE inhibition, % at 10 µM; hits with a dose series show IC50 in µM; 310,000 tested, 0.13% active; in the data active = a potency from the dose series; inconclusive = CPE inhibition mostly from about 23% at the one dose, without a potency; inactive = the rest, 99 in 100 with CPE inhibition below about 21%; also: strong numbers were not always called active
# WT yeast gro inh: growth inhibition of WT yeast, mitochondrial fusion screen. inhibition, % at 10 µM. AID 1362. mitochondrial fusion phenotypic screen, WT strain. 190,000 tested, 2.1% active; in the data active = inhibition above about 58%; tested in S. cerevisiae
# NTR1 ag: NTR1-driven beta-arrestin-GFP spot formation – imaging, U2OS cells, high content, primary screen (AID 493036); P30989; activation, % at 20 µM; agonist mode; 330,000 tested, 0.17% active;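 active = activation at or above 40% of the spot to cytoplasm intensity ratio, with at least 20 cells analyzed; inconclusive = wells under 20 cells, flagged as cytotoxic or low count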;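 also: 0% = DMSO without peptide and 100% = 100 nM NTR1 peptide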
# Target sequence (P30989 whole entry, looked up): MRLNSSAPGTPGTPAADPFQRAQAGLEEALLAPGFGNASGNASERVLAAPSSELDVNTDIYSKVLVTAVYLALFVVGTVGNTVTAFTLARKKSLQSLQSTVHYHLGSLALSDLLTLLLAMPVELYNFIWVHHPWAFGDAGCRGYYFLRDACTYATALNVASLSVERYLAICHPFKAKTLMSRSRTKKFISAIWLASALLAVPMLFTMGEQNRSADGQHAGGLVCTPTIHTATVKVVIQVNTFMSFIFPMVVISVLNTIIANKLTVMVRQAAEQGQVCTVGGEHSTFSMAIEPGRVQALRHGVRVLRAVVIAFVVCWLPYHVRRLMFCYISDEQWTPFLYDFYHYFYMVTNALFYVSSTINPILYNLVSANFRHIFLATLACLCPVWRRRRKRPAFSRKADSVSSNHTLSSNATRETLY
# Dengue-2 NS5 capping: flavivirus cap methylation enzyme inhibition – biochemical, confirmation dose response, primary screen (AID 588689). one-dose inhibition, % at 25 µM; IC50 in µM for titrated hits. 340,000 tested, 0.3% active. Dengue-2 NS5 methyltransferase capping enzyme assay, biochemical; higher % means a stronger effect; in the data active = a potency from the dose series; inconclusive = inhibition above about 29% without an active follow-up result
# WT yeast gro inh mutant strain: second read-out of WT yeast gro inh, no call of its own (marks repeat the call); inhibition, %; mitochondrial fusion phenotypic screen, mutant strain inhibition
# Autophagy mod cell loss 18 h: second read-out of Autophagy mod, no call of its own (marks repeat the call); toxicity, %; measured here: cell loss, nuclei count;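 cell loss after 18 h compound exposure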
# NTR1 ag cell count 20 µM: second read-out of NTR1 ag, no call of its own (marks repeat the call); cell count; measured here: cell count, cytotoxicity flag
# Dengue-2 NS5 capping pilot replicate: second read-out of Dengue-2 NS5 capping, no call of its own (marks repeat the call); inhibition, %; measured here: pilot screen replicate inhibition
# The depositor's hits bear a star; i = inactive; ? = inconclusive; / = no result given; [ ] = another dose, or the depositor's remark.
SMILES,LYP inhibition,GPR35 arrestin U2OS,K1F lysis inhibition,Autophagy mod,Autophagy mod cell loss 18 h,AID2073,RSV CPE inhibition,WT yeast gro inh,WT yeast gro inh mutant strain,NTR1 ag,NTR1 ag cell count 20 µM,Dengue-2 NS5 capping,others
O=C(NCCN1CCOCC1)c1cccc(Cl)c1,-2%,-8%,1.6%,i,1,-4%,-0.8%,2,2,-0.3,57,-2%,
COc1ccc(/C(N)=N/OC(=O)C2CCCCC2)cc1,-7%,7%,-0.4%[50 µM],/,/,10%,2.0%,/,/,2.8,65,-7%,
COc1ccc(OC)c(C(=O)N/N=C/c2ccccn2)c1,-11%,-5%,1.5%,/,/,10%,1.7%,/,/,0.1,56,0%,
CN(Cc1nc2ccccc2c(=O)[nH]1)Cc1cc(=O)oc2ccc3ccccc3c12,2%,5%,-0.5%,i,-36,1%,1.3%,17,23,2.3,60,-6%,
CNC(=O)c1ccccc1S(=O)c1ccccc1C#N (centres undefined),-11%,-16%,0.2%,i,0,14%,-0.1%,3,3,-1.1,48,-1%,
COCCn1nnnc1CN(Cc1cccnc1)Cc1cc2cc(OC)ccc2[nH]c1=O,-5%,-5%,0.4%,i,-2,0%,/,29,8,/,/,3%,
O=C(NCc1ccccn1)c1ccc2c(=O)n3nc(Nc4ccccc4)sc3nc2c1,-2%,5%,0.7%,/,/,28%,1.7%,/,/,2.6,66,-1%,
Cc1ccc2[nH]c(C(=O)N3CCCC(Nc4ccc(F)cc4)C3)cc2c1 (centres undefined),-6%,-6%,0.6%,/,/,-2%,2.8%,/,/,4.0,65,-1%,
COc1cccc(CC(=O)Nc2cccc3ccccc23)c1,-4%,6%,0.1%,/,/,7%,0.8%,/,/,0.3,51,-9%,
C/C=C\C=C/C(=O)Nc1cccc(C2=NOC3(C2)C[C@@H](C(N)=O)N(C(=O)c2ccc(Cl)cc2)C3)c1 (some centres undefined),-2%,-5%,0.3%,/,/,17%,6.9%,/,/,-1.3,90,-1%,
CCOC(=O)c1ccc(NC(=O)C2CC(=O)N=C(N)S2)cc1 (centres undefined),-6%,19%,-0.2%,i,-4,-12%,0.3%,2,-10,-0.6,64,0%,
CNC(=O)CSc1nnc(-c2cc(C)cc(C)c2)o1,1%,-4%,-0.9%,i,-1,-7%,1.9%,13,6,-2.8,56,-3%,
Cc1ccc(C2(c3noc(CN(C)Cc4ccccn4)n3)CCCC2)cc1,-8%,-1%,-0.1%,i,14,5%,19%,16,9,2.4,60,-11%,
COc1cc(NC(=O)c2ccno2)cc(C(=O)Nc2cccc(C(F)(F)F)c2)c1,-6%,4%,2.8%,/,/,8%,-0.2%,/,/,-0.9,93,-12%,
Cc1ccc(OCCCN2CCOCC2)cc1,-4%,-9%,-1.7%,/,/,10%,1.3%,/,/,-0.4,75,/,
O=C(CN1CCOCC1)Nc1ccc2c(c1)OC(F)(F)O2,-4%,-1%,1.0%,i,-5,3%,7.3%,-12,7,0.2,33,-6%,
COc1ccc2cc(/C=N/O)c(Cl)nc2c1,-4%,6%,0.3%,i,-7,13%,?,6,3,0.3,50,1%,
Cc1ccc(F)c(NC=C2C(=O)OC(C)(C)OC2=O)c1,-7%,-6%,0.2%,i,5,3%,1.7%,-3,2,-0.6,61,-2%,
Cc1cc(C(=O)CN2C(=O)NC(C)(CC(C)C)C2=O)c(C)n1-c1ccc2c(c1)OCO2 (centres undefined),3%,2%,9.3%,i,16,-4%,1.4%,7,-3,-0.3,56,-5%,
COc1ccccc1CNC(=O)CNC(=O)[C@@H]1Cc2ccccc2CN1,-7%,4%,0.3%,/,/,7%,1.1%,/,/,-0.1,56,-3%,
COc1ccccc1CNC(=O)Cc1ccc(OC)c(OC)c1,1%,3%,0.2%,/,/,-3%,1.6%,/,/,-0.5,46,-9%,Dengue-2 NS5 capping pilot replicate=-2.1
O=[N+]([O-])c1ccc(N2CCCCC2)cc1N1CCOCC1,-3%,-2%,5.8%[50 µM],i,3,-9%,1.9%,15,6,1.6,72,-9%,
O=C1CS/C(=N/N=C/c2cccs2)N1,-4%,-24%,0.6%,i,0,-5%,-3.1%,5,14,-0.1,49,-1%,
Cc1ccc(NC(=O)CSc2ccc(-c3ccco3)nn2)cc1,-5%,0%,0.3%,i,-1,26%,7.0%,-18,-6,0.8,60,-4%,
Cc1ccn2cc(CCNS(=O)(=O)c3ccc(F)c(C(F)(F)F)c3)nc2c1,-4%,-12%,3.2%,i,-8,1%,1.3%,11,2,0.2,57,-8%,
CC(=O)N1CCC(C(=O)NCCOc2ccc(C)cc2)CC1,-14%,9%,-0.1%,/,/,6%,0.6%,/,/,-0.6,45,-4%,
COc1ccc(N(CC(=O)NCCSc2ccccn2)S(=O)(=O)c2ccccc2)c(OC)c1,-2%,-1%,-0.7%,/,/,1%,1.7%,/,/,2.4,52,-3%,
O=C(CC(c1ccc(F)cc1)c1ccco1)Nc1nccs1 (centres undefined),-7%,-6%,-0.3%,i,9,7%,4.7%,7,14,1.0,69,-4%,
CCOc1cc(C(=O)Nc2ccc(S(=O)(=O)NC3=NCCCCC3)cc2)cc(Br)c1OC,/,/,0.2%[50 µM],/,/,/,14%,/,/,-0.6,65,-2%,
CC(NCc1ccco1)C(=O)N1CCc2ccccc2C1 (centres undefined),-11%,-3%,1.1%,i,11,-3%,-0.5%,4,13,1.5,45,1%,
Cc1cc2oc(C(=O)Nc3c(C)n(C)n(-c4ccccc4)c3=O)c(C)c2cc1Cl,1%,3%,0.1%[50 µM],i,9,3%,6.0%,5,-3,0.9,50,-4%,
Cc1c(NC(=O)CN2C(=O)NC(C)(c3ccc(OC(F)F)cc3)C2=O)c(=O)n(-c2ccccc2)n1C (centres undefined),/,/,1.6%[50 µM],/,/,/,-0.5%,/,/,-0.2,67,9%,
CC(=O)c1cc2c(cc1NC(=O)CN1CCCCC1C)OCO2 (centres undefined),-4%,3%,5.6%,i,-3,1%,-0.3%,2,-5,0.2,43,0%,
CCSc1cc(N2CCCC2)nc(-c2ccc(C)cc2)n1,-4%,2%,1.1%[50 µM],i,-8,11%,6.7%,-10,-15,16,61,0%,
O=C(NCc1ccccn1)c1c(Cl)cccc1Cl,-7%,-6%,0.0%,i,6,-4%,1.1%,10,9,-0.3,76,4%,
Cc1ccc(C(=O)Nc2nc(=O)n(C(=O)c3ccccc3Cl)s2)cc1,-1%,-9%,0.0%,i,1,-1%,/,-16,-4,/,/,/,

# Sorted by molar mass (ascending): part of the list above
SMILES,LYP inhibition,GPR35 arrestin U2OS,K1F lysis inhibition,Autophagy mod,Autophagy mod cell loss 18 h,AID2073,RSV CPE inhibition,WT yeast gro inh,WT yeast gro inh mutant strain,NTR1 ag,NTR1 ag cell count 20 µM,Dengue-2 NS5 capping,others
Cc1ccc(OCCCN2CCOCC2)cc1,-4%,-9%,-1.7%,/,/,10%,1.3%,/,/,-0.4,75,/,
COc1ccc2cc(/C=N/O)c(Cl)nc2c1,-4%,6%,0.3%,i,-7,13%,?,6,3,0.3,50,1%,
O=[N+]([O-])c1ccc(N2CCCCC2)cc1N1CCOCC1,-3%,-2%,5.8%[50 µM],i,3,-9%,1.9%,15,6,1.6,72,-9%,
O=C(CN1CCOCC1)Nc1ccc2c(c1)OC(F)(F)O2,-4%,-1%,1.0%,i,-5,3%,7.3%,-12,7,0.2,33,-6%,
CC(=O)N1CCC(C(=O)NCCOc2ccc(C)cc2)CC1,-14%,9%,-0.1%,/,/,6%,0.6%,/,/,-0.6,45,-4%,
Cc1ccc(C2(c3noc(CN(C)Cc4ccccn4)n3)CCCC2)cc1,-8%,-1%,-0.1%,i,14,5%,19%,16,9,2.4,60,-11%,
O=C(NCc1ccccn1)c1ccc2c(=O)n3nc(Nc4ccccc4)sc3nc2c1,-2%,5%,0.7%,/,/,28%,1.7%,/,/,2.6,66,-1%,
COCCn1nnnc1CN(Cc1cccnc1)Cc1cc2cc(OC)ccc2[nH]c1=O,-5%,-5%,0.4%,i,-2,0%,/,29,8,/,/,3%,
Cc1c(NC(=O)CN2C(=O)NC(C)(c3ccc(OC(F)F)cc3)C2=O)c(=O)n(-c2ccccc2)n1C (centres undefined),/,/,1.6%[50 µM],/,/,/,-0.5%,/,/,-0.2,67,9%,

# Further compounds follow.
SMILES,LYP inhibition,GPR35 arrestin U2OS,K1F lysis inhibition,Autophagy mod,Autophagy mod cell loss 18 h,AID2073,RSV CPE inhibition,WT yeast gro inh,WT yeast gro inh mutant strain,NTR1 ag,NTR1 ag cell count 20 µM,Dengue-2 NS5 capping,others
Cc1cc(C)c(S(=O)(=O)c2ccccc2C)c(Oc2ccccc2)n1,3%,-8%,-0.1%,i,4,-3%,5.8%,6,16,1.4,54,-9%,
CCOC(=O)CCN(Cc1ccccc1)S(=O)(=O)c1csc(C(N)=O)c1,-8%,10%,0.5%,/,/,2%,0.8%,/,/,0.6,58,-1%,
COc1ccc(-n2nc(C(=O)NCC(=O)N3CCN(c4ccccc4OC)CC3)c3ccccc3c2=O)cc1OC,1%,5%,0.3%,/,/,10%,-0.3%,/,/,0.7,50,-2%,
CC(C)(O)C#Cc1ccc(CN2CCCC(CO)(Cc3cccc(Cl)c3)C2)cc1 (centres undefined),-8%,11%,0.4%,i,5,2%,20%,23,1,2.5,84,-25%,
CCSc1nnc(NC(=O)CCc2ccc(OC)cc2)s1,-4%,1%,2.2%,i,10,16%,13%,-6,3,23,45,-1%,
CCCCN1CC[C@H]2C=CC[C@@H](C(=O)N3CCOCC3)[C@H]2C1=O,/,/,0.5%,/,/,/,0.4%,/,/,-2.1,97,-9%,
CCOC(=O)C1=C(c2ccccc2)NC(=O)NC1c1ccc(OC)c(OC)c1 (centres undefined),-1%,6%,-0.8%,i,-5,-3%,0.3%,-14,2,0.0,35,-10%,
O=C(NCCCN1CCc2ccccc2C1)C1CCN(S(=O)(=O)N2CCCC2)CC1,6%,3%,-4.6%,i,18,-5%,-1.1%,3,7,1.9,73,-3%,
CSc1nnc([C@@H]2CCCN2C(=O)OC(C)(C)C)o1,-9%,2%,0.3%,i,22,-15%,-0.3%,-8,1,0.7,41,-1%,
CC(C)(C)c1n[nH]c2c1CCCC2,-2%,8%,2.0%[50 µM],i,9,3%,3.6%,-4,21,5.8,60,-4%,
Cc1cc(C)c2c(N=NN3CCCCC3)[nH]nc2n1,-10%,2%,-6.6%,i,-23,-1%,4.7%,21,10,-0.1,35,-3%,
CC1(C)NC(=O)N(CCCCOc2ccc3c(c2)CCC3)C1=O,-4%,9%,-0.1%,i,-22,-9%,1.2%,8,-2,-0.3,67,2%,
